# TRPC4 PAM: TRPC4 (mouse) allosteric potentiation; actives 0.42% (n = 310,000); B-score at 10 µM; HEK293 TRPC4beta/mu-opioid, DAMGO EC20, Fluo-4 Ca2+ flux; hits give high values; Q9QUQ5;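 active means B-score of calcium response area above 5 SD of library B-scores, with initial fluorescence ratio within 5 SD of library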;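 further: B-score of integrated fluorescence ratio over time as area under calcium response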
# MrgX1 antag: human MrgX1 receptor antagonism, primary screen; Q96LB2; MRGX1-HEK293 calcium flux, Fluo-4, BAM8-22 antagonism; hits give low values; B-score at 10 µM; actives 1.3% (n = 310,000); AID 588676;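 active means calcium-response B-score plate-corrected more than 3 library SD below zero, starting fluorescence within 5 deviations, no agonist response on first addition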;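 further: peak minus trough fluorescence over baseline after final BAM8-22 challenge near maximal dose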
# TMEM16A act: mouse TMEM16A channel activation, primary screen; B-score at 10 µM; AID 623877; Q8BHY3; HEK293 TMEM16A/YFP-H148Q/I152L, iodide quench fluorescence; hits give low values; actives 0.3% (n = 340,000);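 active means fluorescence-ratio B-score plate-corrected deviation score at least 3 library SD below zero, with starting fluorescence score within 5 deviations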;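 further: channel opened by trigger with iodide after compound preincubation; score built on the fluorescence ratio of max minus min over baseline; more negative score means more quench and so TMEM16A activation or potentiation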
# Target sequence (Q8BHY3 whole entry, looked up): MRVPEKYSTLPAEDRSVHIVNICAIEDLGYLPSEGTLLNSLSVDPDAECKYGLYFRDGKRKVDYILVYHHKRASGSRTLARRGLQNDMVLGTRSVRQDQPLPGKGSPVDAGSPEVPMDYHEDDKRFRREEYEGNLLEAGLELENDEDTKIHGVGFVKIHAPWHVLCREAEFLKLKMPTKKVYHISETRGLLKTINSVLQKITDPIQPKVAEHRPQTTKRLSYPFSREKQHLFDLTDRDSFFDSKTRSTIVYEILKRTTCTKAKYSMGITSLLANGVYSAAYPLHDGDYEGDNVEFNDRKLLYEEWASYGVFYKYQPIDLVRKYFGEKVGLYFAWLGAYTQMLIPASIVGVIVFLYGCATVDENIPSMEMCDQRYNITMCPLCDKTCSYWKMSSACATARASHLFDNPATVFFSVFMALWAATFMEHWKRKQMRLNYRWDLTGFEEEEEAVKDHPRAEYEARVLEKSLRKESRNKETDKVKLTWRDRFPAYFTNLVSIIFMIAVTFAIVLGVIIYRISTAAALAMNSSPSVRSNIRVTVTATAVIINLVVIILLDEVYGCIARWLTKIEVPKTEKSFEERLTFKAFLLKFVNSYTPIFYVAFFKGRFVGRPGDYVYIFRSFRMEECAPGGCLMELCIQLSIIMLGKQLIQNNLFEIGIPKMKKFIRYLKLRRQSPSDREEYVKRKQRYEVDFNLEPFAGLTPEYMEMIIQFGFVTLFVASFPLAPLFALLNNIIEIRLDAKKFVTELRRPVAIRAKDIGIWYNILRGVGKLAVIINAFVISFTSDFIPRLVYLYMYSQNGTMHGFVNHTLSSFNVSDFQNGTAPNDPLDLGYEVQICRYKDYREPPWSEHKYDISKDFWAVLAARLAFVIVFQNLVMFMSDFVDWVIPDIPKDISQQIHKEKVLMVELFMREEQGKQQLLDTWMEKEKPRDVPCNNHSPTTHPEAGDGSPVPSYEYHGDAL
# TRPC6 activator: mouse TRPC6 channel activation; actives 0.13% (n = 310,000); B-score at 10 µM; Q61143; AID 2550; HEK293-TRPC6 membrane potential dye fluorescence; hits give high values;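 active means B-score of the integrated fluorescence ratio above library mean plus 3 SD, and starting fluorescence ratio within library mean plus 5 SD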;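 further: higher score means more depolarization so channel activation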
# MrgX1 ag: activates human MrgX1 receptor signaling | actives 0.44% (n = 310,000) | AID 588627 | B-score at 10 µM | MrgX1-HEK293 cells, Fluo-4 calcium fluorescence, agonist mode; hits give high values;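 active means calcium response B-score plate-corrected fluorescence ratio at least 3 library SD, with starting fluorescence B-score inside 5 SD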
#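 Material – MrgX1-expressing HEK293 cells · Input – 15,000 cells seeded per well · Dosing – compound as first of three additions · Times – overnight seeding, then 1 h dark dye loading · Measured by – kinetic Fluo-4 NW fluorescence of intracellular calcium · Read-out – B-scored fluorescence response ratio · Benchmarks – positive and negative control wells on each plate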
# TRPC6 inhibitor: mouse TRPC6 channel inhibition; HEK293-TRPC6, membrane potential dye, ACh-evoked depolarization; hits give low values; B-score at 10 µM; actives 1.1% (n = 310,000);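 active means B-score under library mean minus 3 SD, initial fluorescence not abnormally high, positive integrated signal ratio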;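 further: B-score derived from integrated fluorescence ratio over the kinetic read; more negative B-score means stronger inhibition of depolarization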
# TRPC4 block: TRPC4 (mouse) channel inhibition | HEK293 TRPC4beta/mu-opioid, DAMGO-evoked Fluo4 calcium flux; hits give low values | actives 0.39% (n = 300,000) | B-score at 10 µM | Q9QUQ5;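 active means B-score over 3 SD under the library average, no early fluorescence shift, positive overall ratio signal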
#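 test system = HEK293 cells with stable TRPC4beta plus mu-opioid receptor expression | detection = Fluo4 Ca2+ flux fluorescence | read-out = integrated fluorescence ratio relative to baseline, converted to per-well B score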
# RGS4 inh: human RGS4 inhibition. HEK293 M3R/RGS4 inducible, Fluo-4 calcium flux; hits give high values; triggered by carbachol at its EC20. B-score at 10 µM. actives 0.45% (n = 310,000). P49798;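 active means B-score, a plate-corrected calcium signal, over three deviations above library mean, with baseline fluorescence within five deviations of library mean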;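 further: RGS4 expression induced by doxycycline in cells with stable M3 receptor; B-score is computed from the integrated fluorescence ratio over baseline after carbachol; higher B-score means a larger calcium signal and so more RGS4 inhibition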
# MrgX1 PAM: human MrgX1 positive allosteric modulation, primary screen; AID 588675; actives 0.63% (n = 310,000); Q96LB2; MrgX1-HEK293, Fluo-4 calcium flux, FDSS; hits give high values; B-score at 10 µM;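 active means plate-corrected calcium response at least 3 library SD above typical, normal starting fluorescence, not activating the receptor alone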;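 further: compound read alongside a low EC10 to EC30 dose of BAM8-22 agonist; peak minus trough fluorescence over baseline measured at the second addition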
# ANO1 block: inhibitors of mouse TMEM16A calcium-activated chloride channel; AID 588511; actives 1.2% (n = 310,000); normalized B-score (activity score, 25-100; higher = stronger inhibition) at 10 µM; HEK293 TMEM16A/YFP iodide influx fluorescence, ionomycin; Q8BHY3;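 active means ratio plate-corrected score three or more library SD toward inhibition, starting fluorescence score within five deviations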;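 further: score derived from kinetic fluorescence span divided by baseline fluorescence per well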
# TRPC4 act: TRPC4 (mouse) channel activation. Q9QUQ5. HEK293 TRPC4beta/mu-opioid, Fluo4 calcium fluorescence; hits give high values. B-score at 10 µM. actives 0.49% (n = 310,000). AID 2237;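 active means B-score above 5 SD of library B-scores, and initial fluorescence ratio not above library mean plus 5 SD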;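 further: positive B-score marks a calcium rise read as TRPC4 activation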
#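 Material: TRPC4beta and mu-opioid receptor HEK293 stable cells | Incubation: 45 min room-temperature Fluo4 loading, 110 s read | Detection: Kinetic Fluo4 calcium fluorescence | Measure: Integrated baseline-normalised fluorescence ratio, converted to per-well B score | Benchmarks: Low control buffer alone, high control maximal DAMGO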
# * = called active by the depositor; i = inactive; . = not tested or not shown.
SMILES,TRPC4 PAM,MrgX1 antag,TMEM16A act,TRPC6 activator,MrgX1 ag,TRPC6 inhibitor,TRPC4 block,RGS4 inh,MrgX1 PAM,ANO1 block,TRPC4 act
CC(CN1C(C)CCCC1C)OC(=O)c1ccccc1F (configuration not stated),i,i,i,i,i,i,i,i,i,i,i
CCOC(=O)CSc1nc2ccc(C)cc2[nH]1,i,i,i,i,i,i,.,i,i,i,i
Cn1c2ccccc2c(=O)c2c(=O)n(-c3ccccc3)c(-c3ccc(C(C)(C)C)cc3)nc21,21*,i,i,i,i,i,i,i,i,i,i
CCn1c(=O)n(CC)c2cc(N3CCCC3)c(NC(=O)c3cccc(OC)c3)cc21,i,i,i,i,i,i,i,i,i,i,i
Cc1ccc(C(=O)NC2CCN(CC(=O)Nc3c(C)cc(C)cc3C)CC2)cc1,i,i,i,i,i,i,i,i,i,i,i
CN(c1ccccc1)S(=O)(=O)c1ccc(C(=O)Nc2nnc(C3CC3)o2)cc1,i,i,i,i,i,i,i,i,i,i,i
CC(=O)c1cc(F)c(N2CCN(C(=O)COc3ccc(F)cc3)CC2)cc1C,i,i,i,i,i,-5.7*,i,i,i,i,i
CCCC(C(=O)OCCN(CC)CC)(c1ccccc1)c1ccccc1,i,i,i,i,i,i,i,i,i,i,i
NCC(O)(c1ccc(Cl)cc1)c1ccc(Cl)cc1,i,i,i,i,37*,-6.3*,i,i,i,i,i
Cc1cc2c(=O)n(C)c(SCC(=O)Nc3cccc(O)c3)nc2s1,i,i,i,i,i,i,i,i,i,i,i
CS(=O)(=O)N(CC(=O)N1CCC(C(N)=O)CC1)c1cc(C(F)(F)F)ccc1Cl,i,i,i,i,i,i,i,i,i,i,i
CN(C)S(=O)(=O)c1cccc(NC(=O)COC(=O)c2cc(=O)c3ccccc3o2)c1,i,i,i,i,i,i,i,i,i,i,i
COc1cccc(N(CC(=O)NC2CCCCC2)C(=O)Cn2nnc(-c3ccc(C)o3)n2)c1,i,.,i,i,.,i,i,i,.,.,i
Cc1cc([N+](=O)[O-])nn1CC(=O)N1CCc2ccccc2C1,i,i,i,i,i,i,i,i,i,i,i
Cc1cc(C)n(C(=O)CNC(=O)C(c2ccccc2)c2ccccc2)n1,i,i,i,i,i,i,i,i,i,i,i
COC(=O)CSC(C)C(=O)Nc1nnc(C(C)C)s1 (configuration not stated),i,i,i,i,i,i,i,i,i,i,i
O=C1CC(N2CCN(c3cccc(C(F)(F)F)c3)CC2)C(=O)N1c1ccccc1F (configuration not stated),i,i,i,i,i,i,i,i,i,i,i
N#CC1=C(N)Oc2[nH]c(=S)[nH]c(=O)c2C12C(=O)Nc1ccccc12 (configuration not stated),i,i,i,i,i,i,i,i,i,i,i
O=C(COC(=O)CNC(=O)C12CC3CC(CC(C3)C1)C2)Nc1ccccc1,i,i,i,i,i,i,i,i,i,i,i
CN1CCN(C(=O)c2ccc3c(c2)N(Cc2ccccc2)CCS3)CC1,i,i,i,i,i,i,i,i,i,i,i
COc1ccc(-c2cc(=O)oc3c(C)c(OCC(=O)NCCCn4ccnc4)ccc23)cc1,i,i,i,i,i,i,i,i,i,i,i
CCN(CC)C(=O)Cn1c(=O)n(Cc2ccc(F)cc2)c(=O)c2sccc21,i,i,i,i,i,i,i,i,i,i,i
CCCCCCn1c(CN2CCCCC2)nc2c1c(=O)n(C)c(=O)n2C,i,i,i,i,i,i,i,i,i,i,i
CCOC(=O)N1CCC(N2C(=O)c3ccc(C(=O)Nc4ccc(OC)c(OC)c4)cc3C2=O)CC1,i,i,i,i,i,i,i,i,i,i,i
O=C(N/N=C/c1ccc2c(c1)OCO2)c1cccnc1,i,i,i,i,i,i,i,i,i,i,i

# (more compounds)
SMILES,TRPC4 PAM,MrgX1 antag,TMEM16A act,TRPC6 activator,MrgX1 ag,TRPC6 inhibitor,TRPC4 block,RGS4 inh,MrgX1 PAM,ANO1 block,TRPC4 act
CCCCOCCCNC(=O)COc1ccccc1,i,i,i,i,i,i,i,i,i,i,i
Cc1cccn2c(=O)c3cc(C(=O)NC4CCCCC4)c(=N)n(Cc4ccccc4)c3nc12,i,i,i,i,i,i,i,i,i,i,i
COc1ccc(O)c(CN2CCN(CCCc3ccccc3)C(CCO)C2)c1 (configuration not stated),i,i,i,i,i,i,i,i,i,i,i
CCOC(=O)C1CCN(c2c(Nc3ccc(C)c(C)c3)c(=O)c2=O)CC1,i,i,i,i,i,i,i,i,i,i,i
CCOc1c2ccc(C(=O)NCc3ccc(OC(F)(F)F)cc3)cc2nn1C,i,i,i,i,i,i,i,i,i,i,i
Cc1cc(Cl)ccc1OCC(=O)Nc1ccccc1CO,i,i,i,i,i,i,i,i,i,i,i
CCOc1cc2[nH]c(=O)n(CCCCC(=O)NC3CCCCCC3)c(=O)c2cc1OCC,i,i,i,i,i,i,i,i,i,i,i
O=C(O)C1Cc2ccccc2CN1S(=O)(=O)c1ccc(Cl)cc1 (configuration not stated),i,i,i,i,i,i,i,i,i,i,i
C=CCSC1=C(C#N)C(c2ccc(C(C)C)cc2)CC(=O)N1 (configuration not stated),i,i,i,i,i,i,i,i,i,i,i
Cn1c(=O)oc2cc(S(=O)(=O)CCC(=O)N3CCN(c4ccccc4F)CC3)ccc21,i,i,i,i,i,i,i,i,i,i,i
CC(C)C(OC(=O)C1=Cc2ccccc2OC1)C(=O)NC1CCCC1 (configuration not stated),i,i,i,i,i,i,i,i,i,i,i
COC(=O)c1[nH]c(C)c(/C(O)=C2\C(=O)C(=O)N(CCN(C)C)C2c2cc(OC)ccc2OC)c1C (configuration not stated),i,i,i,i,i,i,i,i,i,i,i
CCOC(=O)c1nn(-c2ccc(C)cc2)cc1C(=O)c1ccccc1,i,i,i,i,i,i,i,i,i,i,i
COC(=O)c1ccc(COc2ccc(/C=N/Nc3nc(C)cc(=O)[nH]3)cc2)cc1,i,i,i,i,i,i,i,i,i,i,i
CCn1c(CSc2n[nH]c(N)n2)nc2cc(C(=O)O)ccc21,i,i,i,i,i,i,i,i,i,i,i
Cc1cc[n+](CC(=O)c2cccc([N+](=O)[O-])c2)c2ccccc12,i,i,i,i,i,i,i,i,i,i,i
Cc1cccc(C(=O)NCC(=O)OC(C)C(=O)Nc2ccc(Cl)cn2)c1 (configuration not stated),i,i,i,i,i,i,i,i,i,i,i
CC(=O)N1CCN(C(=O)C2(NC(=O)Nc3ccc(C)cc3)CCCCC2)CC1,i,i,i,i,i,i,i,i,i,i,i
CCOc1ccc(NS(=O)(=O)c2ccc(N)cc2)cc1,i,i,i,i,i,i,i,i,i,i,i
Cc1cc(=O)oc2c3c(cc(OCC(=O)N[C@@H](C)C(=O)O)c12)OC(C)(C)CC3,i,i,i,i,i,i,i,i,i,i,i
CC1Sc2ccc(S(=O)(=O)N(C)Cc3ccccc3)cc2NC1=O (configuration not stated),i,i,i,i,i,i,i,i,i,25*,i
COc1cc2[nH]c3c(N4CCN(c5ccc(Cl)cc5)CC4)ncnc3c2cc1OC,i,i,i,i,i,i,i,i,i,i,i
CC(C)C(NS(=O)(=O)c1cccc2nsnc12)C(=O)NC1CCCCC1 (configuration not stated),i,i,i,i,i,i,i,i,i,i,i
COCc1cc(C)nc2sc3c(=O)n(-c4cccc5ccccc45)nnc3c12,i,i,i,i,i,i,i,i,i,i,i
CCOc1cc(/C=N/NC(=O)C(=O)NCc2ccc3c(c2)OCO3)ccc1OCC(=O)N1CCOCC1,i,i,i,i,i,i,i,i,i,i,i

# Brought forward from above: 2 entries; new compounds follow.
SMILES,TRPC4 PAM,MrgX1 antag,TMEM16A act,TRPC6 activator,MrgX1 ag,TRPC6 inhibitor,TRPC4 block,RGS4 inh,MrgX1 PAM,ANO1 block,TRPC4 act
COCc1cc(C)nc2sc3c(=O)n(-c4cccc5ccccc45)nnc3c12,i,i,i,i,i,i,i,i,i,i,i
CCOc1cc(/C=N/NC(=O)C(=O)NCc2ccc3c(c2)OCO3)ccc1OCC(=O)N1CCOCC1,i,i,i,i,i,i,i,i,i,i,i
O=C(O)CC12CC3CC(C1)CC(n1ncc(NCc4ccc(F)cc4)c(Cl)c1=O)(C3)C2,i,i,i,i,i,i,i,i,i,i,i
Cc1ccc(-c2noc(C3CCCN(C(=O)c4cccc(F)c4)C3)n2)cc1 (configuration not stated),i,i,i,i,i,i,i,i,i,i,i
CC(C)CC(=O)Nc1cccc(-c2nc3ncccc3o2)c1,i,i,i,i,i,i,i,i,i,i,i
COc1cc(OC)cc(C(=O)Nc2ccc(N3CCN(C(=O)c4cccs4)CC3)cc2)c1,i,i,i,i,i,i,i,i,i,i,i
COc1ccc(CNC(=O)C2CC=CCC2C(=O)O)cc1OC (configuration not stated),i,i,i,i,i,i,i,i,i,i,i
Cc1ccc(CNCc2cc3c(C(C)(C)C)nn(-c4ccccc4)c3[nH]c2=O)cc1,i,i,i,i,i,i,i,i,i,i,i
Cc1cccc(OCCCC(=O)NC2CCCCC2)c1,i,-6.7*,i,i,i,i,i,i,i,i,i
Cc1cc(Br)ccc1NC(=O)CNC(=O)Cc1ccc(S(=O)(=O)N2CCOCC2)s1,i,i,i,i,i,i,i,i,i,i,i
C=CC[C@H]1CC(C)=C[C@H](CC=C)N1C(=O)c1cc(COc2ccccc2SC)on1,i,i,i,i,i,i,i,i,i,i,i
CCOC(=O)N1CCC(NC(=O)c2ccc3c(c2)N(Cc2ccccc2)CCS3)CC1,i,i,i,i,i,i,i,i,i,i,i
O=C(Nc1ccccc1N1CCOCC1)c1cc(F)cc(F)c1,i,i,i,i,i,i,i,i,i,i,i
O=C(Nc1ccc(-c2csc(-c3ccccc3)n2)cc1)c1ccccc1,i,i,i,i,i,i,i,i,i,i,i
COc1ccc(NC(=O)CSc2nc(N)c(NC(=O)c3ccccc3F)c(=O)[nH]2)cc1,i,i,i,i,i,i,i,i,i,i,i
COc1cc(C(=S)N2CCOCC2)ccc1OC(=O)c1ccccc1,i,i,i,i,i,i,i,i,i,i,i
Cc1cc(C)nc(Sc2c(F)c(F)c(C(F)(F)F)c(F)c2F)n1,i,i,i,i,i,i,i,i,i,i,i
CCOC(=O)c1ccc2c(c1)C1C=CCC1C(C(=O)OCC)N2 (configuration not stated),i,i,i,i,i,i,i,i,i,i,i
